# APOBEC3G inh: APOBEC3G (human) deaminase inhibition. recombinant A3G, ssDNA deamination FAM/TAMRA fluorescence. AID 493012. Q9HC16. 330,000 tested, 0.28% active. inhibition, % at 20 µM;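 active = inhibition of at least 40% at 20 µM, with no more than 30% in the related APOBEC3A deaminase screen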;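 note: plate controls were DMSO wells with A3G for no effect and wells lacking A3G enzyme for full effect; some compounds called inactive have numbers as strong as hits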
# Target sequence (Q9HC16 whole entry, looked up): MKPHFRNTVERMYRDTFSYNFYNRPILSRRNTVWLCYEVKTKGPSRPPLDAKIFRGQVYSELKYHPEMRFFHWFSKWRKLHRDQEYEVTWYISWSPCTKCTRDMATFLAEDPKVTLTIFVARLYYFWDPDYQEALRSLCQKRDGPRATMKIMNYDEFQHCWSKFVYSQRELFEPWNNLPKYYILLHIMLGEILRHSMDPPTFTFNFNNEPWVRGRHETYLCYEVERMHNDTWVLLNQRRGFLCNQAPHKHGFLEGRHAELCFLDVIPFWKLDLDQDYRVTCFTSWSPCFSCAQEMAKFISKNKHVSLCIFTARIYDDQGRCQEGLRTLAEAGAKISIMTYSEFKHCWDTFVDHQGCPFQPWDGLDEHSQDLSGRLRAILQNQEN
# mIAP block: mouse IAP inhibition. 330,000 tested, 0.2% active. inhibition, % at 10 µM. purified mouse IAP, CDP-Star luminescence, 30 min;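 active = inhibition of at least 40% at 10 µM in the primary screen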;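 note: plate controls were DMSO with enzyme for no effect and no enzyme wells for full effect; values of inactives mirror those of a sister screen read the other way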
# NLRP3 yeast inh: blocks the NALP3 inflammasome reconstituted in yeast. Yeast reconstituted NLRP3/ASC/caspase-1, beta-gal luminescence, 24 h. inhibition, % at 10 µM. 330,000 tested, 0.39% active. AID 2825;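 active = inhibition of 50% or more; inactive = inhibition below 50%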;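 note: plate controls were induced DMSO wells for no effect and uninduced yeast grown without galactose for full effect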
# SENP1 inh: blocks the human SENP1 SUMO protease catalytic domain; Q9P0U3; inhibition, % at 10 µM; recombinant SENP1 catalytic domain, CyPet-SUMO1-YPet FRET cleavage; 360,000 tested, 0.21% active;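 active = inhibition at least 30% at 10 µM, raw YFP signal under a set limit, fluorescence ratio 0.5 to 1.5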;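 note: 0% = enzyme with DMSO and 100% = no enzyme wells; some results filed as inactive read as strong as hits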
# Target sequence (Q9P0U3 419-644 limits assumed): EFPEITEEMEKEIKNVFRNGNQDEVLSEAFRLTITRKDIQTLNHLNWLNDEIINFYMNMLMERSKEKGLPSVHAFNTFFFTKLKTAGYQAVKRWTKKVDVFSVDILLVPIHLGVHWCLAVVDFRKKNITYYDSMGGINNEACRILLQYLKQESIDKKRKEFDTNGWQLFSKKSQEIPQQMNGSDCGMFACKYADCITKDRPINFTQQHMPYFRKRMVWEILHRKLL
#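 Test system: human SENP1 catalytic domain; medium: Tris pH 8 buffer plus EDTA, NaCl, BME, BSA, NP40, catalase; incubation: 50 min reaction at room temperature; technique: FRET, CFP and YFP emission; controls: no-enzyme low control and enzyme-plus-DMSO high control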
# hIAP inh: human IAP inhibition | AID 2544 | purified IAP, CDP-Star luminescence, 30 min | P09923 | 330,000 tested, 0.12% active | inhibition, % at 10 µM;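 active = inhibition reaching a set limit with compound at 10 µM in the primary screen, cut at about 35% in these data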;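 note: plate controls were DMSO wells with enzyme for no effect and no-enzyme buffer wells for full effect; values of inactives mirror those of a sister screen read the other way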
# beta cell repl: inducers of beta-cell replication in MIN6 cells; MIN6 cells proliferation, ATPlite luminescence, 48 h; cells starved in 0.2% serum; 100% = growth in 10% serum; proliferation, % at 10 µM; 330,000 tested, 0.29% active;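 active = compounds whose signal lies at least 3.5 SD above the mean of all wells on their plate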;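 note: 0% = DMSO-treated cells in low-serum medium and 100% = 10% serum control; some compounds called inactive have numbers as strong as hits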
# A3A deaminase: blocks human APOBEC3A ssDNA deamination. inhibition, % at 20 µM. 330,000 tested, 0.41% active. P31941. recombinant A3A, FAM/TAMRA ssDNA deamination fluorescence;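 active = at least 40% inhibition at 20 µM here, with at most 30% in a related deaminase screen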;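 note: plate controls were A3A with DMSO for no effect and wells lacking A3A enzyme for full effect; some results filed as inactive read as strong as hits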
# Target sequence (P31941 whole entry, looked up): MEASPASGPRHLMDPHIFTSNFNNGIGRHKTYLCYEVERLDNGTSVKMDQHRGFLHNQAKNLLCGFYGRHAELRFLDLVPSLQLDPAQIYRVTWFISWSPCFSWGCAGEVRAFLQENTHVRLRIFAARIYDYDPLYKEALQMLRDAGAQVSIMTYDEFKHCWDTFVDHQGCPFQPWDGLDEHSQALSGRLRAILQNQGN
# hIAP act: human IAP activation; P09923; purified human IAP, CDP-Star luminescence, 30 min; hits give high values; 1 = vehicle-only enzyme, 0 = enzyme-free background; activation factor at 10 µM; 330,000 tested, 0.16% active; AID 2524;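 active = activation factor of the enzyme at least 2-fold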; note: the source names both 10 and 20 µM as test concentration; values of inactives mirror those of a sister screen read the other way
# mIAP activ: increases mouse intestinal alkaline phosphatase activity | muIAP, CDP-Star luminescence, 30 min; hits give high values; 1 = vehicle-only enzyme signal, 0 = enzyme-free wells | activation factor at 10 µM | 330,000 tested, 0.24% active;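 active = activation factor of at least 2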; note: the source names both 10 and 20 µM as test concentration; values of inactives mirror those of a sister screen read the other way
#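 Assay system: mouse IAP enzyme; reagent: chemiluminescent substrate CDP-Star; dosing: test compounds delivered from DMSO solution; schedule: 30 min at room temperature; measured by: luminescence from enzymatic CDP-Star hydrolysis; controls: DMSO-only wells and no-enzyme negative control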
# Active calls of the source: *; · = not tested or not shown.
SMILES,APOBEC3G inh,mIAP block,NLRP3 yeast inh,SENP1 inh,hIAP inh,beta cell repl,A3A deaminase,hIAP act,mIAP activ
COc1ccc(Cl)cc1NC(=O)CN(C)C(=O)c1ccc(N2CCCCC2)c([N+](=O)[O-])c1,4,4,16,0,8,-7,4,0.92,0.96
CSc1nnc(CNS(=O)(=O)c2ccc(F)cc2)n1C,-16,4,7,-3,12,2,-4,0.88,0.96
CCOc1ccc(NCC(=O)N/N=C/C=C/c2ccccc2)cc1,-2,5,-1,0,4,-3,-6,0.96,0.95
N/C(CS(=O)(=O)c1ccccn1)=N\OC(=O)c1ccccc1Cl,-5,-3,-4,4,7,-1,-3,0.93,1
Cc1cccc(OCC(=O)N2CCC(N3CCCCCC3)CC2)c1,-8,-5,25,-5,3,3,0,0.97,1
COC(=O)[C@@]1(Cc2ccc(OC)cc2)[C@H]2c3cc(C(=O)N(C)C)n(CCSCCO)c3C[C@H]2CN1C(=O)c1ccccc1,-8,-3,13,-7,5,-3,-6,0.95,1
COC(=O)CNC(=O)C1Nc2ccc(OC(F)(F)F)cc2C2C=CCC12 (configuration not stated),-11,-10,14,-2,5,-6,-3,0.95,1.1
O=c1[nH]c(Nc2ccccc2)cc2cc(Br)ccc12,-8,-8,-13,-113,5,-5,-7,0.95,1.1
O=c1ccc(-c2nc3cc(Cl)ccc3n2Cc2ccccc2)c[nH]1,-3,3,8,0,-4,-3,0,1,0.97
Cn1cc(/C(Cc2ccccc2)=N\O)c2ccccc21,-7,5,56*,-3,11,-3,-2,0.89,0.95
Cc1ccc(NC(=O)c2nc3nccc(C)n3n2)c(C)c1,-3,2,8,0,-4,-1,-2,1,0.98
CN(CCCNC(=O)C1CCCN(S(=O)(=O)c2cnc[nH]2)C1)c1ccccc1 (configuration not stated),-6,-4,1,4,-4,2,-2,1,1
Cc1ccc(S(=O)(=O)N2CCN(c3ccccc3)CC2)cc1,0,-11,-4,6,-25,-4,1,1.2,1.1
CC(=O)N(C)c1ccc(NC(=O)C(c2ccccc2)c2ccccc2)cc1,-6,-33,12,1,2,-1,-4,0.97,1.3
CCOC(=O)c1c(NCc2ccccc2)n[nH]c1C,1,11,17,3,1,0,1,0.99,0.89
Cc1nc(CCNC(=O)Cc2ccc(F)cc2)cs1,-2,2,13,3,-2,1,-2,1,0.98
CCOC(=O)c1[nH]c(C)c(C(=O)c2ccc(C)cc2)c1C,-4,-3,-11,0,-2,-5,-9,1,1
O=C(CSc1ncc(-c2ccc(F)cc2)[nH]1)N1CCCCC1,-6,-11,13,2,4,1,1,0.96,1.1
Cc1ccc(CC(=O)Nc2ccc(S(=O)(=O)Nc3nccc(C)n3)cc2)cc1,-4,4,13,1,12,-3,1,0.88,0.96
COC(Cc1nnc(SC)n1-c1ccccc1)OC,-11,-4,4,3,10,-2,-2,0.9,1
O=C(Cn1cc(C(F)(F)F)ccc1=O)Nc1cccc(S(=O)(=O)N2CCOCC2)c1,3,9,3,1,-5,1,3,1,0.91
CCN(CC)CCCN(Cc1cc2cc(OC)ccc2[nH]c1=O)C(=O)Nc1ccccc1,-2,3,1,·,-2,-4,8,1,0.97
Nc1nc(SCc2ccc(Cl)cc2Cl)nc2nc3c(cc12)CCCC3,-3,2,23,-28,13,0,-3,0.87,0.98
Cc1cc(C)cc(NC(=O)CSc2nc3c(c(=O)[nH]2)CN(Cc2ccc(F)cc2)CC3)c1,-9,6,1,-2,10,-3,-1,0.9,0.94
O=C1C=C(NCc2ccc(Cl)c(Cl)c2)C2(CCCCC2)O1,-7,-82,4,2,6,-1,0,0.94,1.8
C=CCn1c(=O)c(C(=O)NC2CC2)c(O)c2cc(OC)c(OC)cc21,10,-7,23,-1,10,-5,-2,0.9,1.1
CC(C)Cn1c(-c2cccs2)nc2nc3ccccc3nc21,-7,6,-9,-60,-6,-4,-1,1.1,0.94
CCOC(=O)C1CCN(CC(O)COCc2ccc(Cl)cc2)CC1 (configuration not stated),-4,-1,8,2,-21,4,-5,1.2,1
Cc1cc(C)c2c(=O)[nH]c(SCC(=O)Nc3ccc(Br)cc3)nc2n1,-4,6,9,0,0,-3,2,1,0.94
Nc1cc(=O)[nH]c(SCC(=O)Nc2ccc(S(=O)(=O)N3CCOCC3)cc2)n1,1,4,14,-9,18,1,4,0.82,0.96
Cc1ccc(S(=O)(=O)N2CCCOC2CNC(=O)C(=O)NCc2ccc3c(c2)OCO3)cc1 (configuration not stated),-8,-6,11,0,-29,4,0,1.3,1.1
COc1ccccc1N1C(=O)S/C(=C\c2cccs2)C1=O,-4,3,2,0,0,-4,-5,1,0.97
Cc1nnc(SCC(=O)NCC2COc3ccccc3O2)s1 (configuration not stated),-12,0,16,0,-12,-3,0,1.1,1
Cc1cc(/C=N/NC(=O)c2cccnc2)c(C)n1CC(C)C,-9,2,22,1,4,-3,1,0.96,0.97
Cc1ccc2c(COC(=O)c3n[nH]c4ccccc34)cc(=O)oc2c1,-5,2,12,1,-11,-3,3,1.1,0.98
CCOC(=O)C(C)Sc1nnc(CSc2nc3nc(C)cc(C)n3n2)o1 (configuration not stated),-4,10,14,1,-10,1,-1,1.1,0.9

# In a second layout: results already given
# Every second line gives: APOBEC3G inh, mIAP block, NLRP3 yeast inh, SENP1 inh, hIAP inh, beta cell repl, A3A deaminase, hIAP act, mIAP activ
CN(CCCNC(=O)C1CCCN(S(=O)(=O)c2cnc[nH]2)C1)c1ccccc1 (configuration not stated)
→ -6, -4, 1, 4, -4, 2, -2, 1, 1
Cc1ccc(S(=O)(=O)N2CCN(c3ccccc3)CC2)cc1
→ 0, -11, -4, 6, -25, -4, 1, 1.2, 1.1

# Next part
SMILES,APOBEC3G inh,mIAP block,NLRP3 yeast inh,SENP1 inh,hIAP inh,beta cell repl,A3A deaminase,hIAP act,mIAP activ
COc1cc(C(C)=O)ccc1OCC(=O)NC(=O)Nc1ccc(C)cc1C,-2,4,10,2,8,-3,23,0.92,0.96
COc1ccc(CC(=O)NCCS(=O)(=O)N2CCN(c3ccccc3)CC2)cc1,-4,-3,27,0,-4,11*,1,1,1
COc1ccc(NC(=O)C(CC(=O)O)Cc2ccc(C)cc2)cc1 (configuration not stated),-2,-1,-7,-1,-1,-2,4,1,1
Cc1nc(C(Cl)(Cl)Cl)nc2[nH]ccc(=O)c12,-3,5,10,1,22,1,1,0.79,0.95
COc1ccc(NC(=S)N2CCC(N(C)CCN3CCOCC3)CC2)cc1Cl,-9,-5,8,3,-4,-1,3,1,1
COc1ccc(/C=N/NC(=O)c2ccc(N(C)S(=O)(=O)c3ccccc3)cc2)cc1,-3,11,3,1,4,-3,-2,0.95,0.89
COc1ccc(OC)c(/C=N/NC(=O)c2cc3c(OC)cccc3[nH]2)c1,6,1,27,-5,-2,0,5,1,0.99
O=C(N/N=C/c1ccc(OCCCF)cc1)c1cc(OCC(F)(F)F)ccc1OCC(F)(F)F,-7,11,12,2,2,1,-4,0.98,0.89
CC(C)C(=O)NC(=S)Nc1ccc(S(=O)(=O)Nc2ccccc2)cc1,-4,-5,11,-2,0,1,0,1,1
CC1(C)CN(c2ccc(Br)cc2Br)C1=O,1,-10,20,0,-9,-1,-1,1.1,1.1
COc1ccc(OC)c(C(=O)COC(=O)c2cc(C)oc2C)c1,-4,1,23,2,-14,0,-7,1.1,0.99
CC(C)(C)NCC(=O)c1c[nH]c2ccccc12,2,-15,5,4,-108,2,8,2.1*,1.1
Cc1cc(C)n(-c2ncnc3c2oc2ccccc23)n1,-4,3,-5,-4,-18,-1,-16,1.2,0.97
CCn1c(CCNC(=O)c2ccc(Cl)cc2)n[nH]c1=S,15,-5,10,1,-13,-2,-3,1.1,1
CC(OC(=O)c1cc(S(=O)(=O)N2CCOCC2)ccc1Br)C(=O)N1CCOCC1 (configuration not stated),-6,3,15,0,4,-1,0,0.96,0.97
CCCC1CC(CSc2ncn[nH]2)OC1=O (configuration not stated),-3,3,18,0,15,-1,1,0.85,0.97
CC1(C)C2CCC1(C)C(OCCNCCOC(=O)Nc1ccccc1)C2 (configuration not stated),-3,-3,-38,1,2,-3,-1,0.98,1
Cc1ccc(C(=O)N2CCCC(CCC(=O)NCc3ccc(F)c(F)c3)C2)cn1 (configuration not stated),0,-2,22,0,-21,-2,-4,1.2,1
COCCNC(=O)c1cc(Br)ccc1Cl,-2,4,-8,0,13,2,-1,0.87,0.96
N#Cc1cccc(S(=O)(=O)Nc2c(NC3CCCCC3)c3ccccc3oc2=O)c1,-6,-1,-4,0,1,2,-6,0.99,1
O=C(/C=C/c1ccc(S(=O)(=O)N2CCOCC2)cc1)NC(=S)Nc1ccc(Cl)cc1Cl,-9,7,8,2,-5,-2,-1,1.1,0.93
CCOc1ccc(OCCCC(=O)ON=C(N)c2ccccc2C)cc1,-9,8,13,4,24,3,-5,0.76,0.92
Cc1occc1-c1nnc(SCc2nc3ccccc3c(=O)n2CC#N)n1C,1,5,5,-77,8,2,3,0.92,0.95
Nn1c(SCC(=O)Nc2ccc(F)cc2)nnc1-c1ccccn1,-3,-3,7,0,-1,-1,0,1,1
CC(=O)Nc1ccc(N=Nc2c(C)[nH]n(C(N)=S)c2=O)cc1,-5,14,22,3,-18,-2,-2,1.2,0.86
C=C(C)C1Cc2nc(N)nc(C)c2C1 (configuration not stated),-1,1,-1,-1,-12,2,4,1.1,0.99
CC(=O)N1CCC(N(CCN2CCOCC2)C(=S)Nc2cc(C)cc(C)c2)CC1,-8,-5,-1,5,-5,3,0,1,1.1
CCCc1ccc2oc(C(=O)N3CCC[C@H]3CO)c(C)c2c1,-7,2,25,3,0,-1,-4,1,0.98
CN(c1ccccc1)S(=O)(=O)c1cccc(NC(=O)Cc2ccc(Cl)cc2)c1,-2,-55,8,2,-1,-3,-2,1,1.6
COc1ccc(C=O)cc1OC(=O)N1CCOCC1,-6,1,-4,1,2,-6,0,0.98,0.99
Cc1cc(O)c(C(C)C)cc1N=Nc1ccccc1C(=O)O,-2,22,15,26,28,0,5,0.72,0.78
O=C(N/N=C/c1c(Cl)cccc1Cl)c1cccc(F)c1,-2,1,22,1,-10,-3,7,1.1,0.99
CC(=O)c1cccc(S(=O)(=O)N2CCC(C(=O)OC3CCOC3=O)CC2)c1 (configuration not stated),-7,-2,18,0,2,-1,2,0.98,1
O=C(COC(=O)c1ccc2ncsc2c1)NCc1ccc(F)cc1,-3,-2,11,-24,-6,-2,-3,1.1,1
N#CCCN(CCC#N)S(=O)(=O)c1ccc(C(=O)Nc2nc(-c3ccccc3)c(C(=O)c3ccccc3)s2)cc1,-9,3,24,-50,9,-4,-6,0.91,0.97
C[C@H](CO)N1C[C@H](C)[C@@H](CN(C)Cc2ccncc2)Oc2c(NC(=O)Cc3ccccc3)cccc2C1=O,-8,12,14,-1,13,-3,-3,0.87,0.88
CC(OC(=O)c1cc(Br)ccc1O)C(=O)Nc1ccc(S(=O)(=O)N2CCCC2)cc1 (configuration not stated),-4,4,12,2,-3,-7,-3,1,0.96
CC(Oc1ccc(Br)cc1)C(=O)Nc1ccncc1 (configuration not stated),-3,3,9,2,2,3,1,0.98,0.97

# This is a subset, so the mix of outcomes need not match the whole.
